Screens from PubChem.
MBNL1-CUG inh: inhibitors of human MBNL1 binding to CUG repeat RNA; TR-FRET MBNL1-His/biotin-(CUG)12 binding, 665/545 ratio; Potency, µM (top dose mostly 57.5 µM), for inactives: at the top dose activity change, negative = inhibition, actives largely listed as inhibitors; hit rate 0.036% among 280,000; active = well fitted inhibition curve with a large enough effect in the signal ratio, with a control signal flat, not every such curve was filed as active; inconclusive = small, poorly fitted or top-dose-only effect, or effect the other way, or a change in a side signal; inactive = no such curve, though single readings can be large or run the other way; the % refers to the signal ratio; also: potency is read from the fitted curve at half-maximal effect; % is scaled to controls: 0 for no effect and ±100 for the full control effect
Target sequence (Q9NR56 whole entry, looked up): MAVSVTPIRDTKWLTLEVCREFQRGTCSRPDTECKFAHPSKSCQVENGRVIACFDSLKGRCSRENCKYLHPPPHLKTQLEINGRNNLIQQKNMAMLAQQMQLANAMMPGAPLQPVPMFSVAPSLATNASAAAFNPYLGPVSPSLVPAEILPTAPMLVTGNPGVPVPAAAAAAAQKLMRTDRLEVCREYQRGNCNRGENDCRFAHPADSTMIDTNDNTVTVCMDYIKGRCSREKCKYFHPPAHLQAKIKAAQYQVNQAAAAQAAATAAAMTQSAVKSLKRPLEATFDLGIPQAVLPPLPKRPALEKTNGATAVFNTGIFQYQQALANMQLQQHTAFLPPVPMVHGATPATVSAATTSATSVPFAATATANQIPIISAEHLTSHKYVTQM
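Inhibition of protein-RNA binding appears as loss of TR-FRET between terbium anti-His antibody on MBNL1-His and streptavidin-XL665 on biotin-(CUG)12. Activity is normalized to buffer-only and uninhibited-complex controls.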
TSHR antagonist: blocks TSH signaling through the human TSH receptor | P16473 | TSHR-expressing cells, TSH-stimulated cAMP HTRF, 2 h; active compounds read low | activity change, negative = inhibition, % at 11.5 µM | hit rate 0.2% among 330,000 | AID 504810;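 active = activity change below a set negative limit, meaning inhibition stronger than a set level, cut at about -70% in these data; inconclusive = activity change between two set negative limits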; also: % is scaled to controls: 0 for no effect and ±100 for the full control effect
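Inhibition of cAMP made by TSHR-expressing cells under TSH stimulation (4nM final, EC80; 2 h, 37 deg C) is quantified with a one-step lysis HTRF kit, anti-cAMP cryptate versus cAMP-d2.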
PKM2 activator: PKM2 (human) enzyme activation. P14618. purified PKM2, Kinase-Glo ATP luminescence, activation; response scale: 0% is enzyme alone, no compound. Potency, µM (top dose mostly 57.5 µM), inactives show at the highest dose activation, usual class: activators. hit rate 0.34% among 260,000; also: potency is read from the fitted curve at half-maximal effect; % is scaled to controls: 0 for no effect and ±100 for the full control effect; nearly all actives have a fitted effect of over 55% in size
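Kinase-Glo luminescence reports ATP generated from ADP (0.1 mM) and PEP (0.5 mM) by purified hPK-M2 after 1 h at room temperature, pH 7.2 imidazole buffer; intermediate enzyme activity allows detecting inhibitors and activators.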
GALK inhibitor: blocks human galactokinase activity | P51570 | hit rate 0.007% among 270,000 | AID 1868 | Purified GALK, Kinase-Glo residual ATP luminescence | Potency, µM (series often up to 57.5 µM), for the others: top-dose activity change, negative = inhibition, actives largely listed as inhibitors; also: potency is read from the fitted curve at half-maximal effect; % is scaled to controls: 0 for no effect and ±100 for the full control effect
Target sequence (P51570 whole entry, looked up): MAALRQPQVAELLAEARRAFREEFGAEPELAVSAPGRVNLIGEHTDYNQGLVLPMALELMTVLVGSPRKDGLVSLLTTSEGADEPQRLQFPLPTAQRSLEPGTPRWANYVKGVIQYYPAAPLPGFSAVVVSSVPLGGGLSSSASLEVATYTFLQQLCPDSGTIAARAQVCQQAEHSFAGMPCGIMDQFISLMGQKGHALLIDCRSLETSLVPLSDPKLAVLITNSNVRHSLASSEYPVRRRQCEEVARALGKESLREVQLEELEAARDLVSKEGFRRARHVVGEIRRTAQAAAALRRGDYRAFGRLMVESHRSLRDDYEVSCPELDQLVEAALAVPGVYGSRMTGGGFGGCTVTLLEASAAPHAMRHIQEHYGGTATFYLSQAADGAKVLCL
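The enzyme phosphorylates galactose (100 uM) using ATP (35 uM); inhibition is detected as higher residual ATP, quantified by bioluminescence after 1 h reaction at room temperature, pH 8.0.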
Chronic BCR inh: chronic active BCR signaling inhibition | ABC-DLBCL IkBa-CBG/CBR reporter, luminescence ratio, 4 h | Potency, µM (highest dose often 46.1 µM), without a hit: top-dose ratio change, negative = lower green/red ratio, actives largely listed as inhibitors | hit rate 0.05% among 340,000; active = well fitted inhibition curve with a large enough effect in the signal ratio, with a control signal flat, not every such curve was filed as active; inconclusive = small, poorly fitted or top-dose-only effect, or effect the other way, or a change in a side signal; the % refers to the signal ratio;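 also: potency is read from the fitted curve at half-maximal effect; plate controls were basal doxycycline-induced cells for no effect and cells given 10 µM MG132 for full effect; MG132 reads +100%, hits lower the ratio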
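TMD8 ABC-DLBCL cells carrying doxycycline-inducible green luciferase fused to IkappaBalpha plus unfused red luciferase were exposed to compounds (up to 46 uM) for 4 hrs at 37C. Activity came from the overlap-corrected green/red luminescence ratio.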
Eya2 inh: blocks the phosphatase activity of human Eya2 | Potency, µM (top dose mostly 76.9 µM), for inactives: top-dose activity, negative = inhibition, hits mostly inhibitors | hit rate 0.006% among 330,000 | recombinant Eya2, OMFP fluorescence dephosphorylation (OMFP is methylfluorescein phosphate); also: potency is read from the fitted curve at half-maximal effect; % is scaled to controls: 0 for no effect and ±100 for the full control effect
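Eya2 protein (added as 0.2 uM solution) was preincubated with compound for 10 min at ambient temperature in 50 mM HEPES pH 7.5, 50 mM NaCl, 5 uM MgCl2, 0.05% BSA, 1 mM DTT. OMFP (added at 50 uM) then reacted 10 min; fluorescence read at 485/525 nm.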
USP2a inh: blocks human ubiquitin-specific protease USP2a; O75604; USP2 core, Ub-CHOP2 coupled fluorogenic reporter, 485/531; Potency, µM (titrated, usually from 38.3 µM), inactives show at the top dose activity change, negative = inhibition, usual class: inhibitors; hit rate 0.01% among 330,000; AID 463254;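 also: potency is read from the fitted curve at half-maximal effect; plate controls were DMSO wells for no effect and full inhibition by NEM control for full effect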
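Cell-free coupled assay: 10nM USP2 core preincubated 30min RT with compound in Tris-HCl pH 8.0/CaCl2/CHAPS buffer, then 25nM Ub-CHOP2 and 25nM reporter substrate; fluorescence (Ex 485/Em 531) read after 60min RT, normalized to NEM inhibition, concentration-response curves fitted.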
Mito fusion yeast: mitochondrial division inhibition or fusion activation. AID 485298. Potency, µM (doses to about 46.1 µM), without a hit: at the highest dose growth rescue (activation), most hits filed as activators. hit rate 0.23% among 320,000. S. cerevisiae fusion-defective mutant growth rescue, CellTiterGlo 48 h;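 also: potency is read from the fitted curve at half-maximal effect; % of control where 0% means no effect; nearly all actives have a fitted effect of over 45% in size; temperature-sensitive fusion mutants such as fzo1-1 at 37 °C on non-fermentable ethanol glycerol medium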
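Read-out: ATP-based luminescence (CellTiterGlo, 10 min ambient) reporting growth of fusion-defective ts yeast after 48 hours at 37C on glycerol/ethanol YPEG medium in the presence of compound.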
S-ASM inh: inhibitors of human secretory acid sphingomyelinase | P17405 | placental ASM, HMU-PC fluorogenic substrate, 60 min | Potency, µM (titrated, usually from 57.5 µM), without a hit: at the top dose activity change, negative = inhibition, actives largely listed as inhibitors | hit rate 0.006% among 340,000; also: potency is read from the fitted curve at half-maximal effect
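Human placenta-derived ASM enzyme was preincubated with compound for 10 minutes at room temperature, then given fluorogenic substrate HMU-PC0 (9 uM final) for 60 minutes at 37 °C; a pH 10 stop preceded fluorescence reading at Ex 386/Em 447 nm.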
KCNH2 WT inh: blocks the wildtype human KCNH2 potassium channel; Q12809; U2OS, BacMam KCNH2, thallium flux FluxOr; active compounds read low; activity change, % at 1.84 µM; hit rate 0.37% among 340,000;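 active = maximum activity change below -70%; inconclusive = maximum activity change between -70% and -50%; inactive = maximum activity change above -50%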; also: % is scaled to controls: 0 for no effect and ±100 for the full control effect
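U2OS cells transduced with wild-type KCNH2 virus are loaded with FluxOr dye for 45 min, and thallium flux is measured in kinetic reads before and after stimulation buffer. Rate constants are normalized to DMSO controls.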
Menin-MLL TR inh: menin-MLL binding inhibition, Texas Red mutant peptide; Menin + Texas Red MLL mutant peptide, fluorescence polarization; Potency, µM (doses to about 61.6 µM), for inactives: top-dose FP activity change, negative = inhibition, usual class: inhibitors; hit rate 0.23% among 270,000; AID 1768; active = well fitted inhibition curve with a large enough effect in the polarisation, with a control signal flat, not every such curve was filed as active; inconclusive = small, poorly fitted or top-dose-only effect, or effect the other way, or a change in a side signal; inactive = no such curve, though single readings can be large or run the other way; the % refers to the polarisation; also: potency is read from the fitted curve at half-maximal effect; % of control where 0% means no effect; many of its hits are not listed in these tables
Starred values were filed as active, the others as inactive; u = inconclusive; x = not tested or not shown; [ ] = another dose, or the depositor's remark. Unless noted, calls follow the shape of the dose curve; as a rule, active = well fitted curve in the direction sought with a large enough effect; inconclusive = small, poorly fitted or top-dose-only effect, or another doubt; inactive = no such curve, though single readings can be large; an effect the other way counts as inactive or inconclusive. Not all compounds are listed, so the mix of outcomes need not match the whole.

SMILES	MBNL1-CUG inh	TSHR antagonist	PKM2 activator	GALK inhibitor	Chronic BCR inh	Eya2 inh	USP2a inh	Mito fusion yeast	S-ASM inh	KCNH2 WT inh	Menin-MLL TR inh
COc1ccc(C(=O)N/N=c2\oc3ccccc3cc2C(N)=O)cc1	u	-3	7%	5%	3%	2%	-3%	u	0%	-8	u
Cc1csc(NC(=O)C2CC(=O)N(c3ccc4c(c3)OCCO4)C2)n1 (stereo not drawn)	x	21	x	x	-5%	6%	0%	0%	-3%	-5	x
COc1ccccc1C(=O)NC1CCN(C(=O)Nc2ccc(C)cc2)CC1	3%	-5	1%	8%	-1%	4%	1%	-1%	0%	1	-14%
FC(F)(F)c1cnc(N/N=C/c2ccncc2)c(Cl)c1	2%	5	1%	-2%	-1%	11%	10%	-6%	-1%	-3	x
O=C1CNC(=O)/C1=C/c1ccc(Br)cc1	7%	2	2%	3%	0%	-2%	1%	5%	0%	-7	x
CC1CCCCC1NC(=O)c1cc2c(=O)n3ccccc3nc2n1C (stereo not drawn)	14%	-6	-1%[0.46 µM]	3%	8%	4%	2%	u	16%	2	-16%
NS(=O)(=O)c1ccc(CCNC(=O)c2ccc(-c3ccccc3)cc2)cc1	7%	10	-3%	-5%	5%	10%	0%	2%	0%	-5	u
N#CCCN(C(=O)COC(=O)c1cc(S(=O)(=O)N2CCOCC2)ccc1Cl)c1ccc(F)cc1	x	4	x	x	0%	6%	0%	-5%	-3%	11	x
CSC1=N/C(=C/c2ccc(-n3cncn3)cc2)C(=O)N1	u	14	-9%	-2%	0%	-6%	6%	1%	114%[activator]	0	x
C=CCn1c(Cc2ccc(OC)cc2)nnc1SCC(N)=O	1%	2	0%	-4%	u	20%	0%	-1%	3%	5	-2%
CCOC(=O)/C=C1\NC(=O)CS1	-12%	3	-7%	4%	0%	-4%	-2%	4%	1%	-1	-19%
O=C1CC(c2ccccc2)CC2=C1C=Nc1ccccc1N2 (stereo not drawn)	-2%	19	-8%	2%	7%	2%	2%	12%	1%	22	u
COc1ccc(/C=C2\SC(=S)N(CC(=O)NC3CCS(=O)(=O)C3)C2=O)cc1 (stereo not drawn)	u	11	x	-4%	1%	-2%	2%	12%	-2%	-5	-22%
CC1CN(C)C(C)c2c1oc1ccc([N+](=O)[O-])cc21 (stereo not drawn)	11%	2	-4%	5%	1%	1%	0%	-5%	-2%	16	0%
O=C1COc2ccc(N3C(=O)C=CC3=O)cc2N1	4%	1	4%	1%	u	6%	3%	-2%	x	x	12%

Single entries from the entries so far:
Reading for O=C1CC(c2ccccc2)CC2=C1C=Nc1ccccc1N2 (stereo not drawn) under Eya2 inh: 2%
Reading for N#CCCN(C(=O)COC(=O)c1cc(S(=O)(=O)N2CCOCC2)ccc1Cl)c1ccc(F)cc1 under Eya2 inh: 6%

Continuation.
SMILES	MBNL1-CUG inh	TSHR antagonist	PKM2 activator	GALK inhibitor	Chronic BCR inh	Eya2 inh	USP2a inh	Mito fusion yeast	S-ASM inh	KCNH2 WT inh	Menin-MLL TR inh
CC(C)S(=O)(=O)c1cnc(N2CCOCC2)nc1N	x	2	2%	-3%	-6%	-3%	3%	1%	2%	-7	x
Cc1oc2ccc(OCc3c(F)cccc3Cl)cc2c1C(=O)O	2%	-12	0%	-2%	9%	-2%	2%	18%	4%	-4	x
CN(C)C(=O)NC(O)C(Cl)Cl (stereo not drawn)	-1%	21	3%	1%	u	1%	7%	-4%	x	x	-5%
COc1ccc(CNc2ccc([N+](=O)[O-])cc2C)cc1	-1%	-3	-4%	1%	u	-11%	5%	4%	-16%	0	x
CCc1noc(C)c1C(=O)NNC(=O)COc1ccc(C)cc1	x	3	x	x	4%	2%	0%	-3%	7%	-3	x
COc1cc(C(=O)N/N=C(\c2ccccc2)c2ccccn2)cc(OC)c1OC	12%	-5	-1%	3%	-19%	5%	2%	0%	-1%	3	-16%
Cn1c(COc2ccc(Cl)cc2)nnc1SCC(=O)Nc1ccc2c(c1)CCC2	-4%	-2	2%	1%	1%	-4%	-1%	2%	-1%	16	-8%
COc1ccccc1OCC(O)CN1C(=O)NC(C)(C)C1=O (stereo not drawn)	14%	15	0%	2%	-1%	-9%	-2%	1%	0%	8	0%
Cc1ccc(Nc2nc(N)nc(CSc3nnc(-c4ccncc4)o3)n2)cc1	-3%	0	5%	-3%	7%	12%	1%	-3%	0%	-27	-3%
Cn1c(=O)oc2cc(S(=O)(=O)N3CCCC(C(=O)NCc4cccs4)C3)ccc21 (stereo not drawn)	-10%	-4	12%	2%	-2%	2%	3%	2%	3%	-10	-2%[11.7 µM]
Nc1c(Cl)c(Cl)nc(C(=O)N/N=C/c2cccnc2)c1Cl	21%	-3	18%	x	u	16%	2%	2%	0%	4	x
CC1(C)Cc2ccccc2-c2nc3n(c(=O)c21)CCS3	-5%	-17	-2%	6%	9%	-4%	0%	6%	-1%	-10	1%
CCCOC(=O)/C(=C\C=C\c1ccco1)NC(=O)c1ccccc1	9%	8	26%	4%	-2%	13%	-6%	5%	11%	-5	u
CCS(=O)(=O)N1CCC(C(=O)NC2CCCCCCC2)CC1	-10%	-3	-3%	2%	-3%	12%	1%	-3%	5%	-8	18%
Cc1sc2nc(-c3ccc(Br)cc3)oc(=O)c2c1C	-2%	6	-3%	7%	u	-11%	0%	5%	12%	0	5%
O=C(O)CN1C(=O)c2ccc(Oc3cccc4c3C(=O)N(CC(=O)O)C4=O)cc2C1=O	u	2	-1%	-3%	0%	8%	0%	-6%	3%	-18	4%
Cc1nn(C)c(Oc2cccc(C(F)(F)F)c2)c1C=O	x	-2	-6%	-1%	-18%	3%	3%	-3%	2%	-1	0%
Cc1ccc(S(=O)(=O)N2CCCCC2)cc1NC(=O)COC(=O)Cc1c(F)cccc1Cl	6%	-4	2%	0%	0%	-9%	1%	-3%	-4%	0	1%
Cc1noc(NS(=O)(=O)c2ccc(NC(=O)CC(C)C)cc2)c1C	2%	28	-1%	-2%	13%	-1%	0%	3%	5%	-13	-1%
COc1ccc(-c2ccc(S(=O)(=O)N3CCCC3)cc2)cc1	-1%	-4	-10%	3%	-5%	4%	8%	3%	0%	-2	-2%
COc1ccc2[nH]c(C)c(C(=O)CN3CCN(C(=O)c4ccco4)CC3)c2c1	-8%	3	8%	2%	u	-1%	-2%	0%	-3%	8	30%
Cn1c(=O)cc(Nc2ccccc2)c2c(=O)n(-c3ccccc3)c(=O)n(-c3ccccc3)c21	x	4	1%	1%	-3%	-7%	1%	5%	-2%	2	x
CCOC(=O)COc1cccc2c(=O)n(CC(=O)NCc3ccccc3)ccc12	2%	2	3%	0%	u	9%	8%	0%	0%	-2	x
CS(=O)(=O)N1CCC(C(=O)Nc2ccccc2Br)CC1	-3%	-14	-3%	-2%	1%	8%	1%	-1%	4%	20	0%
NC(=O)C1CCN(C(=O)c2cc3ccccn3n2)CC1	2%	7	1%	2%	0%	-1%	5%	2%	6%	7	-4%[11.7 µM]
NNC(=O)c1cc(S(=O)(=O)N2CCOCC2)c[nH]1	x	-3	x	x	-8%	-1%	3%	0%	0%	-11	x

Shown comma-delimited: entries from further up.
smiles,MBNL1-CUG inh,TSHR antagonist,PKM2 activator,GALK inhibitor,Chronic BCR inh,Eya2 inh,USP2a inh,Mito fusion yeast,S-ASM inh,KCNH2 WT inh,Menin-MLL TR inh
COc1ccc2[nH]c(C)c(C(=O)CN3CCN(C(=O)c4ccco4)CC3)c2c1,-8%,3,8%,2%,u,-1%,-2%,0%,-3%,8,30%
Cn1c(=O)cc(Nc2ccccc2)c2c(=O)n(-c3ccccc3)c(=O)n(-c3ccccc3)c21,x,4,1%,1%,-3%,-7%,1%,5%,-2%,2,x
CCOC(=O)COc1cccc2c(=O)n(CC(=O)NCc3ccccc3)ccc12,2%,2,3%,0%,u,9%,8%,0%,0%,-2,x
